PPC-1+TRAIL kill = compounds killing PPC-1 cancer cells with TRAIL present, primary screen, TRAIL potentiator project, ATPLite luminescence, uHTS; hit rate 0.41% among 220,000; PPC-1 cells + TRAIL, ATPLite viability luminescence; cell killing (% activity), % at 4 µM;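 active = cell killing above 50% in the first pass at 4 µM, then a duplicate retest at 5 µM averaging 50% or more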;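 also: plate controls were cells with TRAIL plus DMSO for no effect and medium-only wells lacking cells for full effect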
14-3-3 Bad inh = inhibitors of 14-3-3 zeta/Bad binding, primary screen, biochemical, TR-FRET, bovine 14-3-3 zeta | 14-3-3 protein zeta/delta (Bos taurus), P63103 | TR-FRET 14-3-3zeta/Dy647-pBad peptide displacement, 1 h | inhibition, % at 21.7 µM | hit rate 0.71% among 220,000 | AID 781, 2007;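 active = inhibition above about 70%, limit read from the data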;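 also: 0% = full 14-3-3 plus peptide FRET controls and 100% = background without 14-3-3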
Target sequence (P63103 whole entry, looked up): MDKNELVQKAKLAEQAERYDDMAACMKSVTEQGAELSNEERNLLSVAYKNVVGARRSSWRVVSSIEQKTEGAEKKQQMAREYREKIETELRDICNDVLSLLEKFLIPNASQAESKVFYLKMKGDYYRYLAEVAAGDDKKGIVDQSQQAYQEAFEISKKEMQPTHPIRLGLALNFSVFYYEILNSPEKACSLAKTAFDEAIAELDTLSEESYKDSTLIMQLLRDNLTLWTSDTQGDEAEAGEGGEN
TRPN1 ag = zebrafish TRPN1 channel agonists, primary screen, cell-based, HEK293, calcium fluorescence. hit rate 0.18% among 220,000. HEK293 zebrafish TRPN1-YFP, Fluo-8 calcium fluorescence; 100% = response to 87 µM carbachol. activation, % at 3 µM. AID 1424, 2008;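 active = activation above its plate's cutoff, the mean activation of test wells on that plate plus 3 SD, cut at about 19% in these data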;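 also: 0% = DMSO alone and 100% = 87 µM carbachol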
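Assay system: Zebrafish TRPN1-YFP in HEK293 cells | Incubation: Dye loading 1 h at 37 °C, then 30 min room temperature | Measured by: Kinetic Fluo-8 fluorescence, ex 470-495, em 515-575 nm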
CHOP inhibitor = inhibitors of CHOP promoter induction, primary screen, cell-based, unfolded protein response, luciferase reporter; CHO-K1 CHOP-promoter luciferase, tunicamycin-induced, 15-18 h; inhibition, % at 10 µM; hit rate 3.8% among 220,000;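 active = compounds that reduced the stress-induced luciferase reporter signal by more than about 70% of percent inhibition, limit read from the data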;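 also: 0% = tunicamycin plus vehicle and 100% = wells without tunicamycin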
NPY Y1 blocker = NPY-Y1 receptor antagonists, primary screen, cell-based; Neuropeptide Y receptor type 1 (Homo sapiens), P25929; HEK293-CNG Y1 cells, membrane potential fluorescence; NPY at EC95, then isoproterenol; inhibition, % at 3.6 µM; hit rate 1% among 200,000; AID 1040, 2008;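 active = inhibition above the campaign mean inhibition of all tested compounds plus 3 SD, cut at about 20% in these data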;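 also: 0% = DMSO wells given NPY plus isoproterenol and 100% = isoproterenol alone without NPY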
Target sequence (P25929 whole entry, looked up): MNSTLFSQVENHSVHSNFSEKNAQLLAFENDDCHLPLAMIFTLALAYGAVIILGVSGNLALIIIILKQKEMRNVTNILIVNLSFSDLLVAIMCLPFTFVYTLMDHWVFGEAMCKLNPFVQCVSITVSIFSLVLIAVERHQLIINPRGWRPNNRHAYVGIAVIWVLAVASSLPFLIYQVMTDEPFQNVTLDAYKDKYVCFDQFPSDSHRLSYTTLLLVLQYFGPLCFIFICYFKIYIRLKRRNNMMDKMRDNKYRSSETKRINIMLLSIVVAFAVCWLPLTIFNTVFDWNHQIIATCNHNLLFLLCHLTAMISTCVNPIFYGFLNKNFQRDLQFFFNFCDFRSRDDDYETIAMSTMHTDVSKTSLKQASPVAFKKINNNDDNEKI
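Assay system: HEK293 Y1/CNG channel cell line; Doses: single compound dose of 3.6 µM, 0.4% DMSO; Timing: dye 3 h, compound 60 min room temperature, stimulation 45 min; Technique: Membrane-potential fluorescent dye readout; Measure: % inhibition of NPY effect.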
TRPML3 agonist = human TRPML3 channel agonists, primary screen, cell-based, HEK293 TRPML3-YFP, Fluo-8 calcium fluorescence, 3 µM; activation, % at 3 µM; Mucolipin-3 (Homo sapiens), Q8TDD5; 100% = the carbachol control signal; AID 1448, 2008; hit rate 0.29% among 220,000;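 active = activation above its plate's cutoff, the mean activation of the plate's test wells plus 3 SD, cut at about 12% in these data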;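 also: 0% = DMSO only wells and 100% = carbachol wells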
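Material: HEK293 cells stably carrying human TRPML3-YFP; compound dosing: single dose, 3 µM final nominal compound, 0.3% DMSO final; incubation: 1-h 37 °C dye load, 5-s basal, 120-s post-compound reads; technique: Fluo-8 intracellular calcium fluorescence, excitation 470-495 nm, emission 515-575 nm; read-out basis: percent activation from peak-to-basal fluorescence ratio, scaled between DMSO and carbachol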
EP2 modulator = EP2 receptor modulators, cAMP readout, primary screen, cell-based, HTRF cAMP, PGE2 stimulation. hit rate 0.83% among 260,000. AID 940, 2007. Prostaglandin E2 receptor EP2 subtype (Homo sapiens), P43116. induction, % at 25 µM. EP2-expressing cells, cAMP HTRF FRET, PGE2 co-stimulation;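 active = compounds whose cAMP rise, as percent of the full-agonist control response, exceeds 60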;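 also: rat C6 glioma line stably carrying human EP2 under a CMV promoter; the protocol text gives 20 µM as final concentration; 100% = response of wells given 1 µM PGE2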
Target sequence (P43116 whole entry, looked up): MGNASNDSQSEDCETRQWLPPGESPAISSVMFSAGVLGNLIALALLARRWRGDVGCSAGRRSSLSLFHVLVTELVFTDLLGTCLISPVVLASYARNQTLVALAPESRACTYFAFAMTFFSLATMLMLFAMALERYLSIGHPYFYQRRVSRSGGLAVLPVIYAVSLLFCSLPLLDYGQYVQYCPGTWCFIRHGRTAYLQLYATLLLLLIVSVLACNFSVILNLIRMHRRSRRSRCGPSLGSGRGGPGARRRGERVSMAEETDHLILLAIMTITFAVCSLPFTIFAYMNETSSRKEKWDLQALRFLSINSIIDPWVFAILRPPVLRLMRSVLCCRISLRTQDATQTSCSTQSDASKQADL
EP2 antag = human EP2 receptor antagonists, primary screen, TR-FRET cAMP, C6 glioma cells. Prostaglandin E2 receptor EP2 subtype (Homo sapiens), P43116. C6 glioma cells expressing human EP2; cells stimulated with saturating PGE2. inhibition, % at 25 µM. hit rate 0.52% among 260,000. AID 1422, 2008;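 active = percent inhibition above 40 after rounding to a whole number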;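 also: rat C6 glioma host cells with rolipram phosphodiesterase inhibitor present; the protocol text gives 20 µM as final concentration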
NPY1 pot ag = NPY-Y1 receptor potentiators or agonists, primary screen, cell-based | activation, % at 3.6 µM | Neuropeptide Y receptor type 1 (Homo sapiens), P25929 | AID 1304, 2008 | hit rate 0.37% among 220,000 | NPY-Y1 expressing cells, potentiator/agonist activation; in the data active = activation above about 33%, passing the limit was not always enough;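 also: cells stimulated with NPY at EC10 then isoproterenol at EC100; 0% = low agonist plus stimulus and 100% = saturating agonist plus stimulus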
* = called active by the depositor; . = not tested or not shown; & = joins results of further samples; [ ] = another dose, or the depositor's remark. A portion of the library; count on the stated rates, not on these rows.

SMILES	PPC-1+TRAIL kill	14-3-3 Bad inh	TRPN1 ag	CHOP inhibitor	NPY Y1 blocker	TRPML3 agonist	EP2 modulator	EP2 antag	NPY1 pot ag
Cn1c(=O)c2c(SCC(=O)N3CCCc4ccccc43)nc(C3CC3)nc2n(C)c1=O	3	-1	2.2	61	1	0.9	0	9	-22
CC(=NCc1ccccc1)C1=C(O)COC1=O	10	-4	-0.2	2	-5	-0.4	-30	8	2
N#Cc1c(NCCCO)nc(-c2ccccc2)c2c1CCCC2	4	.	-1.3	78*	-6	-0.6	52	22	23
CC1CC2(CCCCC2)N2C(=O)C(=O)c3cccc1c32 (centres undefined)	6	5	-3.4	75*	-2	0.5	37	7	17
O=C(N/N=C/c1ccccn1)c1ccc(Br)o1	6	13[fluorescence artefact?]	-0.2	-6	-4	-0.4	17	17	-1
CCCCN(CC)S(=O)(=O)c1ccccc1	17	-5[fluorescence artefact?]	-1.3	13	14	0.5	30	3	-15
CCN(CC)S(=O)(=O)c1ccc(NC(=O)c2cccnc2Cl)c(NC(=O)c2cccnc2Cl)c1	24	-10	0.7	-5	3	0.8	15	7	-3
COc1ccccc1CN1CCNC(=O)C1CC(=O)N(C)Cc1cnccn1 (centres undefined)	17	-3	3.8	7	-3	0.5	0	11	4
O=C(N/N=C/c1ccccc1O)c1cccc(C(F)(F)F)c1	52*	-8	2.7	54	0	0.5	-8	2	-5
Cc1nc(NC(=O)CN(C)S(=O)(=O)c2ccc(Cl)cc2)sc1C	14	10	0.0	10	0	0.4	-8	11	-13
COc1ccccc1C(=O)N1CCN=C1SCc1cccnc1	12	5[fluorescence artefact?]	-0.4	12	5	-0.3	13	15	-5
O=C(Cc1csc(N2CCOCC2)n1)N/N=C/c1ccc(F)cc1	-10	9[fluorescence artefact?]	0.6	10	8	0.6	22	4	-4
CCCS(=O)(=O)N1CCCC(C(=O)NCCCN2CCN(c3ccc(F)cc3)CC2)C1 (centres undefined)	9	9	2.0	-4	3	1.5	26	6	-3
CCOC(=O)COc1ccc(S(=O)(=O)NCc2ccncc2)cc1	15	-1	6.9	58	-5	3.4	-7	6	-27
CCn1ncc(Br)c1C(=O)Nc1ccc(F)c([N+](=O)[O-])c1	16	8	-0.7	-25	-12	-0.1	-46	12	45*
Cc1cccc(NCN2C(=O)c3ccccc3C2=O)c1	19	-5	-0.4	-3	3	0.9	1	10	11
NC(N)=NCC(O)CN(c1ccccc1)c1ccccc1 (centres undefined)	6	-2	-0.1	-3	.	0.2	5	0	-2
C/C=C(\C)C(=O)Nc1cccc(C2=NOC3(C2)C[C@@H](C(N)=O)N(C(=O)/C(C)=C/C)C3)c1 (some centres undefined)	25	1	.	-10	.	.	12	8	.
CCCC(=O)NC(C)C(c1cccs1)N1CCN(c2ccccc2)CC1 (centres undefined)	-6	-4[fluorescence artefact?]	0.7	-2	11	0.1	1	.	2
CCc1ccc(C(=O)N2CCC(c3nc4ccccc4s3)CC2)cc1	4	2	1.5	13	17	-0.1	-66&-47	3&4	-36
Cc1ccc(SCCC(=O)N2CCCC2)cc1	29	-15	0.6	-29	0	0.1	11	13	-11
Cc1ccc(-n2c(C)cc(C(=O)CSc3nnc4ccccn34)c2C)cc1	13	1	1.3	19	-4	0.0	13	6	-22
CCOC(=O)C1CCN(C(=O)Cn2cc(C#N)c3ccccc32)CC1	-15	-5	1.8	-10	2	0.4	-11	6	-14
Cc1ccc(Cl)cc1NC(=S)N(CCCN1CCN(C)CC1)Cc1ccco1	-22	-10	0.8	2	1	0.1	-2	7	-18
N#Cc1nc(COc2ccc(Br)cc2)oc1N1CCCC1	10	-11	-2.0	40	27*	-0.7	-7	9	-23
Cc1ccc(N(CC(=O)NCCc2ccccc2)S(=O)(=O)c2c(C)noc2C)cc1	16	-4	-1.5	58	8	-0.7	27	8	-4
O=c1c2ccccc2nnn1CSc1nnnn1-c1ccccc1	16	-2	-0.3	-9	6	-0.8	-19	5	13
O=C1c2ccccc2C2=Nc3ccccc3SC(c3cccc(F)c3)C12 (centres undefined)	3	2	-1.4	74*	-3	-0.3	-16	9	25
Cc1sc2nc(SCC(=O)Nc3c(C)n(C)n(-c4ccccc4)c3=O)n(C)c(=O)c2c1C	-4	-4	-1.2	-2	-2	-0.5	22	9	-1
C=CCN1CCc2c(cc(O)c(O)c2Cl)C(c2ccccc2)C1 (centres undefined)	-6	4	.	16&-4	.	.	15&15	13&14	.
O=C(O)CCC(=O)Nc1ccc(Br)cc1C(=O)c1ccccc1Cl	16	-1	0.6	11	.	0.2	3	3	-6
CSc1nc(NCC(C)C)c2c3c(sc2n1)CN(C)CC3	-12	1	-0.3	57	7	0.8	-8	9	-6
COc1nc(-c2ccccc2)c2c(c1C#N)CC(C)(C)OC2	8	-5	-1.4	66	4	-0.5	54	14	9
COC(=O)CCCCCCCCCCN1CCCCC1	10	-3[fluorescence artefact?]	1.4	15	2	1.2	6	12	-3
O=c1[nH]c2ccccc2c2oc(CCl)nc12	2	1	0.3	-22	.	0.8	1	16	15
O=C(c1cnc2n(c1=O)CCS2)N1CCN(c2ccccc2F)CC1	2	1	1.7	7	2	1.1	3	14	5
CCNc1nc(C)c2cc(Br)c(=O)n(CC)c2n1	20	2	-0.9	27	-1	0.7	58	7	-7
COc1ccc(NC(=O)COC(=O)CNC(=O)c2cc(OC)c(OC)c(OC)c2)cc1	14	1[fluorescence artefact?]	-1.1	5	-1	0.0	-10	4	-19
CCOC(=O)C1CCCN(C(=O)c2cc3c(C)nc4ccccc4c3o2)C1 (centres undefined)	10	5	3.9	-19	6	0.8	-9	6	-38
CCc1cccc(C)c1NC(=O)CC(C)(C)CC(=O)O	2	-1	-0.3	6	.	0.7	25	6	-11
CCOC(=O)c1ccc(N=c2sc(C(=O)OC)cc(=O)n2Cc2ccc3c(c2)OCO3)cc1	11	-3	0.8	-3	1	1.3	22	9	8
COC(=O)c1sccc1NC(=S)N1CC(C)CC(C)C1 (centres undefined)	6	0	-1.8	93*	12	0.7	41	7	-18
CNC(=O)NC(=O)COC(=O)CCCOc1ccc(OC)cc1	18	-12	0.4	-2	1	0.7	-13	8	-19
COc1ccc(CCC(=O)Nc2cc(Cl)ccc2OC)cc1	-12	-3[fluorescence artefact?]	-0.5	26	10	-0.5	-13	10	-18
CCC(C(=O)NC1CCCCC1)N(CC1CCCO1)C(=O)CNS(=O)(=O)c1ccc(OC)cc1 (centres undefined)	-8	53	-1.5	9	5	0.0	35	11	-22
COc1ccc(-c2nnn(-c3cc(Cl)cc(Cl)c3)c2N)cc1	-3	-5	-0.6	-4	.	-0.6	-19	12	48
CCN(CC(=O)NCc1cccs1)S(=O)(=O)c1ccc(C(C)C)cc1	-1	-3[fluorescence artefact?]	1.4	7	1	-0.9	-47	5	29
COc1cc(O)c(C(CC(=O)N2CCCCC2)c2ccc3c(c2)OCO3)c(OC)c1 (centres undefined)	1	-4	.	-2	.	.	6	23	.
Nc1cc(N)nc(SCC(=O)N2CCN(S(=O)(=O)c3ccccc3)CC2)n1	2	-3	1.6	-15	.	0.9	-9	4	11
CCOc1ccc(Nc2cc(=O)oc3ccccc23)cc1	14	-2	-1.2	28	4	0.2	13	5	-4
CCN(CC)S(=O)(=O)c1ccc(N2CCCC2)c(C(=O)OCC(=O)/C(C#N)=C(\C)N)c1	10	-3[fluorescence artefact?]	0.8	8	1	0.2	10	9	-38
O=C(/C=C/c1ccccc1)NCCc1nc2ccccc2[nH]1	-4	-6	0.0	12	.	0.4	-50	12	-20
COc1ccc(CCN2CNc3c(c(=O)n(C)c(=O)n3C)C2)cc1OC	32	-4	0.9	23	-4	1.0	-17	16	-18
COC(=O)c1c(-c2c(Cl)cccc2Cl)noc1C(=O)NN	-4	-3	1.5	4	.	-0.3	5	7	13
Cc1cc(C)c2c(-n3cccc3)nn(C)c2n1	24	-3	0.3	6	-4	-0.8	14	7	8
CCOC(=O)C1(CC)NC(c2ccco2)C2C(=O)N(C)C(=O)C21 (centres undefined)	34	-5	-1.3	13	2	0.7	18	1	-3
Cc1c(CN(C)C(=O)c2nn(C)cc2[N+](=O)[O-])cnn1C	0	-11	-1.3	45	0	0.9	26	5	0
Cc1ccnc(N2C(=O)c3ccccc3C2O)c1 (centres undefined)	31	-3[fluorescence artefact?]	0.4	40	2	0.7	14	9	-4
COc1cccc(C(=O)NNC(=O)c2sccc2-n2cccc2)c1	22	-11	0.2	4	4	0.4	-1	11	-4
O=C(Cc1ccc([N+](=O)[O-])cc1)NCc1ccccc1Cl	16	2[fluorescence artefact?]	-1.1	0	0	0.2	-5	7	-12

Continued:
SMILES	PPC-1+TRAIL kill	14-3-3 Bad inh	TRPN1 ag	CHOP inhibitor	NPY Y1 blocker	TRPML3 agonist	EP2 modulator	EP2 antag	NPY1 pot ag
O=C(c1ccc(C(F)(F)F)cc1)C1CCCN(C(=O)CN2CCCC2=O)C1 (centres undefined)	0	-5	-0.1	-6	-5	0.8	11	8	1
O=C(CCn1nnc2ccccc21)Nc1nnc(Cc2ccccc2)s1	-22	-11	0.5	16	1	-0.2	20	.	-33
Fc1ccc(NC(=S)NCc2ccccn2)cc1	8	-5	1.0	12	3	0.3	4	7	-16
Cc1ccc(N=C2C(=S)N(c3ccc(C)cc3)C(=N)N2/N=C/c2ccc(Cl)cc2)cc1	13	-6[fluorescence artefact?]	-0.2	50	0	-0.2	21	4	-22
c1ccc(-c2c(-c3ccccc3)n(Cc3ccco3)c3ncnc(NCCCn4ccnc4)c23)cc1	25	14	-1.2	68	13	0.3	-21	49*	-55
COCCCNC(=O)CSc1nc2ccccc2c(=O)n1CCCC(=O)NCC1CCCO1 (centres undefined)	-18	-2[fluorescence artefact?]	0.1	3	7	-0.3	5	6	-8
COC(=O)c1cc2occc2n1Cc1c(F)cccc1Cl	11	5	-0.6	46	10	-0.3	64*	15	-23
